Screening results deposited in PubChem by several laboratories.
human PMI inhibitors – human PMI inhibitors, high substrate, primary screen, biochemical, fluorescence intensity, high mannose 6-phosphate (AID 1220). recombinant PMI enzyme, coupled fluorescence intensity; higher % means a stronger effect. inhibition, % at 20 µM, or IC50 in µM where a hit was titrated. 190,000 compounds, 0.66% hits
Myeloid diff 2 – induction of myeloid progenitor differentiation, primary screen, cell-based, flow cytometry, MLPCN library. 360,000 compounds, 1% hits. calls only at 10 µM. ER-HoxA9 myeloid progenitors, lysozyme-GFP differentiation;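 active = normalized GFP-positive differentiation at or above the plate's own cutoff, the solvent-only control mean plus 3 SD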;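 note: cells exposed to compound for four days before flow analysis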
XIAP displacement – XIAP antagonists, biochemical, IAP family, fluorescence polarization (AID 1018) | displacement, % at 20 µM, or IC50 in µM where a hit was titrated | E3 ubiquitin-protein ligase XIAP (Homo sapiens) | 200,000 compounds, 0.007% hits | XIAP BIR domain, fluorescence polarization peptide displacement; higher % means a stronger effect; in the data active = displacement above about 50%; note: a part of the inactive calls stands beside numbers as strong as those of hits
human PMI inhibition – inhibitors of human PMI, primary screen, biochemical, fluorescence intensity, coupled assay (AID 1209); 190,000 compounds, 0.42% hits; one-dose inhibition, % at 20 µM; IC50 in µM for titrated hits; Mannose-6-phosphate isomerase (Homo sapiens); purified PMI enzyme, coupled fluorescence intensity; higher % means a stronger effect;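 note: plate controls were DMSO vehicle for no effect and wells lacking substrate for full effect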
LYP inhibition – inhibitors of LYP phosphatase, biochemical, fluorescence intensity, uHTS (AID 1779); recombinant LYP phosphatase, fluorescence intensity; higher % means a stronger effect; inhibition, % at 11.5 µM; hits with a dose series show IC50 in µM; 290,000 compounds, 0.054% hits;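 note: plate controls were vehicle with enzyme for no effect and no enzyme for full effect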
TNAP activators – human TNAP enzyme activators, primary screen, biochemical, luminescent, no phosphate acceptor, uHTS (AID 1001). Alkaline phosphatase, tissue-nonspecific isozyme (Homo sapiens). purified TNAP, luminescent activation assay, no phosphate acceptor; higher activation fold means a stronger effect. activation fold at 20 µM; hits with a dose series show EC50 in µM. 200,000 compounds, 0.03% hits; in the data active = activation fold from about 3, or a potency from the dose series; inactive = the rest, 99 in 100 with activation fold below about 1.6; note: many of its hits are not listed in these tables
M17LAP inhibition – P. falciparum M17LAP inhibitors, primary screen, biochemical, fluorogenic H-Leu-NHMec substrate, 1536-well (AID 1619); Leucine aminopeptidase (Plasmodium falciparum (isolate 3D7)); recombinant M17LAP, H-Leu-NHMec fluorogenic kinetic assay; higher % means a stronger effect; inhibition, % at 30 µM, or IC50 in µM where a hit was titrated; 220,000 compounds, 0.38% hits;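 active = compound inhibiting the enzyme by more than half at any dose during confirmatory dose-response retesting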;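 note: plate controls were full reaction with DMSO carrier for no effect and no enzyme background for full effect; strong numbers were not always called active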
CSM14.1 death rescue – rescue of cells from ER stress-induced death, primary screen, 384-well, CSM14.1, thapsigargin, ATP luminescence (AID 1222) | CSM14.1 thapsigargin-induced death rescue, ATP luminescence; higher % means a stronger effect | 190,000 tested, under 10 active | one-dose cellular ATP content (survival), % at 20 µM; EC50 in µM for titrated hits;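 active = EC50 below 50 µM in the dose-response confirmation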;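 note: death triggered by thapsigargin at about 15 µM added after 2 h compound pretreatment; cell ATP read after overnight thapsigargin exposure of roughly 18 to 22 hours; normalized against plate controls of thapsigargin alone and 5% DMSO vehicle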
M1AAP inhibition – P. falciparum M1AAP inhibitors, biochemical, fluorogenic H-Leu-NHMec substrate, 1536-well (AID 1445) | Aminopeptidase N (Plasmodium falciparum (isolate 3D7)) | recombinant M1AAP, H-Leu-NHMec fluorogenic kinetic assay; higher % means a stronger effect | inhibition, % at 30 µM, or IC50 in µM where a hit was titrated | 220,000 compounds, 0.42% hits;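 active = primary inhibition above the hit cutoff, then over 50% inhibition at one or more dose response concentrations, cut at about 23% in these data, passing the limit was not always enough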;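 note: plate controls were DMSO full reaction for no effect and no enzyme background for full effect; strong numbers were not always called active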
Myeloid diff 2 GFP+ MAC1+ % – second read-out of Myeloid diff 2, no call of its own (marks repeat the call); GFP+ MAC1+ double positive, %; measured here: differentiation confirmed by MAC1 staining
* hit, by the source's call; i = inactive; nt = not tested or not shown. Cut-off read from the data, not from the text of the source, unless noted: active = inhibition above about 50%; inactive = the rest. Random draw from the library, and some 2.7% of all compounds hit somewhere here.

SMILES	human PMI inhibitors	Myeloid diff 2	Myeloid diff 2 GFP+ MAC1+ %	XIAP displacement	human PMI inhibition	LYP inhibition	TNAP activators	M17LAP inhibition	CSM14.1 death rescue	M1AAP inhibition
CC(C)C[C@@H]1NC(=O)N(CCN2CCOCC2)C1=O	-1%	i	1.0	-1.3%	-5%	-4%	1.1	-5%	1.2%	8%
C/C(=N\OC(=O)c1cccc(Cl)c1)c1sc(C)nc1C	11%	i	0.9	-5.5%	11%	-5%	1.2	4%	-0.6%	-1%
CCOC(=O)c1nnc(-c2ccc(C)cc2)nc1Oc1ccc(Cl)cc1Cl	4%	i	0.4	-2.0%	5%	3%	1.1	16%	2.8%	9%
COc1ccc(C(=O)Nc2ccccc2C(=O)NC(Cc2ccc(O)cc2)C(=O)NNC(=O)c2ccncc2)cc1 (stereo not drawn)	3%	i	0.2	-2.1%	4%	-2%	1.4	4%	2.2%	3%
CC1CCN(CC(O)COCCC23CC4CC(CC(C4)C2)C3)CC1 (stereo not drawn)	-4%	i	2.9	-1.1%	-6%	-4%	1.1	1%	-6.1%	8%
O=C(O)C1C2C=CC(CC2)C1C(=O)O (stereo not drawn)	-1%	i	1.6	1.0%	-6%	0%	1.2	-10%	1.6%	2%
COc1ccc(N2C(=O)CC(N(Cc3ccc(S(N)(=O)=O)cc3)C(C)=O)C2=O)cc1 (stereo not drawn)	8%	i	1.0	-5.3%	16%	2%	1.1	0%	nt	-5%
Cc1ccccc1OCc1nnc(SCC(=O)Nc2ccc3c(c2)OCO3)n1C	6%	i	1.0	-2.2%	5%	-1%	1.1	-2%	1.3%	-1%
O=C(NCCN1CCCC1)C1(S(=O)(=O)c2ccc(Cl)cc2)CC1	8%	i	5.8	0.9%	4%	-11%	1	-5%	1.5%	5%
c1ccc(Cc2nn3c(COc4ccccc4)nnc3s2)cc1	16%	i	1.2	-2.8%	53%*	-2%	1.1	8%	-2.7%	-1%
O=C1CCCC(O)=C1N=Nc1ccc2ncsc2c1	25%	i	1.2	-4.9%	16%	-3%	0.9	18%	-8.2%	11%
CCc1nc(SCC(=O)NNC(=O)c2ccc(OC)cc2)c2ccccc2n1	nt	i	0.2	-3.2%	nt	-6%	2.3	4%	-0.8%	0%
Cc1cnc(C(=O)OCC(=O)Nc2ccc(Cl)cc2Cl)cn1	2%	i	1.0	-2.5%	-5%	-2%	1.1	6%	1.0%	8%
CCOC(=O)c1cc(NC(=O)c2c(C)noc2C)cc(C(=O)OCC)c1	4%	i	9.4	6.4%	7%	-2%	1.1	1%	-3.5%	2%
Cc1ccc(CN2C(=O)N/C(=C/c3ccc4c(c3)n(C)c(=O)n4C)C2=O)cc1	6%	nt	nt	-6.2%	2%	-4%	1.1	2%	-1.5%	-7%
O=c1[nH]c(NNC(=S)NC2CCCCC2)nc2c1C1(CCCC1)Cc1ccccc1-2	nt	i	0.5	nt	nt	-2%	nt	1%	nt	5%
Cc1nc(-c2ccc(S(=O)(=O)N3CCN(C(c4ccccc4)c4ccccc4)CC3)s2)cs1	nt	i	0.7	nt	nt	-1%	nt	2%	nt	4%
CC(=O)c1c(C)[nH]c(C(=O)OCC(=O)N2CCN(S(=O)(=O)c3ccc(C)cc3C)CC2)c1C	-4%	i	0.4	-6.1%	-1%	-4%	1	-3%	3.3%	-15%
N#Cc1ccc(NC(=O)Cn2c3[n+](c4ccc(C(F)(F)F)cc42)CCCCC3)cc1	10%	i	0.3	-9.9%	5%	5%	1	23%	-0.4%	15%
Cc1cc(C)c(C(N)=O)c(NC(=O)Nc2ccccc2)n1	7%	i	0.7	-1.4%	5%	-6%	1.1	12%	-0.2%	1%

The closing 3 records of the section above come first, to join the parts.
SMILES	human PMI inhibitors	Myeloid diff 2	Myeloid diff 2 GFP+ MAC1+ %	XIAP displacement	human PMI inhibition	LYP inhibition	TNAP activators	M17LAP inhibition	CSM14.1 death rescue	M1AAP inhibition
CC(=O)c1c(C)[nH]c(C(=O)OCC(=O)N2CCN(S(=O)(=O)c3ccc(C)cc3C)CC2)c1C	-4%	i	0.4	-6.1%	-1%	-4%	1	-3%	3.3%	-15%
N#Cc1ccc(NC(=O)Cn2c3[n+](c4ccc(C(F)(F)F)cc42)CCCCC3)cc1	10%	i	0.3	-9.9%	5%	5%	1	23%	-0.4%	15%
Cc1cc(C)c(C(N)=O)c(NC(=O)Nc2ccccc2)n1	7%	i	0.7	-1.4%	5%	-6%	1.1	12%	-0.2%	1%
CCCn1c(SCC(=O)NC2CCCc3ccccc32)n[nH]c1=O (stereo not drawn)	8%	i	0.1	-19%	1%	-5%	1	-1%	-0.4%	3%
CNC(=S)N/N=C(\C)c1cccc([N+](=O)[O-])c1	9%	i	0.9	-8.6%	16%	-2%	1.1	-12%	1.6%	12%
O=C(CN(C(=O)C1CSC(=O)C1)c1ccccc1F)NCc1ccc2c(c1)OCO2 (stereo not drawn)	2%	i	6.4	-4.4%	-1%	6%	1	31%	-1.7%	2%
Cc1csc(Nc2ccccc2C(F)(F)F)n1	-3%	i	0.8	-5.3%	1%	4%	1.1	-1%	-1.1%	1%
CC1CCc2nc(NC(=O)c3cc(C(C)(C)C)nn3C)sc2C1 (stereo not drawn)	nt	i	0.3	nt	nt	2%	nt	-6%	nt	6%
CCCS(=O)(=O)N1CCCC(C(=O)NCCN2CCCCC2C)C1 (stereo not drawn)	0%	i	0.8	-14%	10%	-1%	1.1	-5%	-1.1%	14%
Clc1ccc(-n2nnnc2-c2cnc3ccccc3c2-c2ccccc2)cc1	nt	i	0.5	nt	nt	4%	nt	1%	nt	2%
Cn1c(=O)n(C)c2cc(CN3C(=O)OC(C)(C)C3(C)O)ccc21 (stereo not drawn)	5%	i	1.2	-3.4%	2%	-2%	1.1	0%	nt	-3%
COc1ccc(-c2nc3ccccc3c(=O)n2CCN2CCOCC2)cc1	2%	i	0.5	0.2%	7%	-9%	1.1	6%	-2.8%	6%
Cn1c(=O)n(C)c2cc(C(=O)c3ccccc3)ccc21	-3%	i	8.0	-1.2%	0%	-6%	1.1	8%	-0.4%	-1%
COc1ccc(Cl)cc1NC(=O)CN1CCc2ccccc21	5%	i	0.4	-2.8%	-12%	7%	1.1	-1%	2.3%	-1%
O=C(O)c1ccccc1C(=O)Nc1ccc(-n2nccc2C(F)(F)F)cc1	nt	i	0.4	nt	nt	-8%	nt	15%	nt	6%
Cc1ccc(-c2ccc(/C=C3/NC(=O)NC3=O)o2)cc1[N+](=O)[O-]	-19%	i	0.6	2.1%	-14%	-5%	1.9	-5%	-1.5%	16%
Cc1noc(C)c1CSc1nc2ccccc2s1	8%	i	0.2	-6.5%	13%	1%	1.1	-2%	nt	2%
C=CCn1c(NCCO)nc2sc3c(c2c1=O)CCC3	10%	i	1.8	0.9%	11%	2%	1.1	-10%	-4.0%	16%
CC1(C)Cc2c(sc3nc4n(c(=N)c23)CCCCC4)CO1	-12%	i	2.4	-5.9%	-9%	-7%	0.9	0%	-1.3%	5%
COc1ccccc1CC(NC(C)=O)C(=O)N1CCN(C(=O)Nc2ccccc2Cl)CC1 (stereo not drawn)	4%	i	8.9	-6.9%	8%	-4%	1.1	7%	-1.7%	-1%
Cc1ccc2c(c1)nnn2C1CCN(S(=O)(=O)c2ccc(C(=O)N3C(C)CCCC3C)cc2)CC1 (stereo not drawn)	53%*	i	1.4	-1.0%	18%	-1%	1.1	-2%	-0.7%	8%
COc1ccc(CN2C(=O)c3c(c(C)n(C)c3C)C2C(=O)NC2CCC(C)CC2)cc1 (stereo not drawn)	4%	i	0.5	-8.3%	5%	-7%	1.1	-1%	1.6%	0%
Cc1cc(NC(=O)CCCOc2ccc(Cl)cc2Cl)no1	-7%	i	1.6	-4.1%	0%	-4%	0.9	-10%	nt	-4%
COc1ccc(CN2C(=O)CN=C2Nc2ccc(C)cc2C)cc1	-6%	i	0.3	-6.5%	8%	3%	1.2	0%	nt	-5%
O=[N+]([O-])c1ccc(C2NS(=O)(=O)N=C3CCCCCN32)cc1 (stereo not drawn)	nt	i	0.3	nt	nt	0%	nt	-1%	nt	4%
CCOC(=O)CNC(=O)CNC(=O)Cn1ccc2ccccc2c1=O	-2%	i	1.6	-3.7%	4%	-8%	1.1	2%	-1.1%	13%
CCCCCC(=O)NNC(=S)NC(=O)c1ccc([N+](=O)[O-])cc1	18%	i	0.5	-4.1%	38%	-2%	1.6	49µM*	-1.3%	-3%
Cc1ccc(CCNC(=O)C2CCN(S(=O)(=O)N3CCCC3)CC2)cc1	9%	i	0.6	-6.2%	13%	-4%	1	0%	1.0%	-10%
CC(=O)Nc1ccc(S(=O)(=O)NNC(=O)COc2cccc3ccccc23)cc1	1%	i	0.4	0.7%	3%	1%	1.1	-3%	-1.6%	2%
Cc1cc(C)n(-c2nc3ccccc3c(=O)n2OCC(=O)Nc2c(C)cccc2C)n1	1%	i	0.8	-4.3%	8%	-4%	1.1	-2%	-0.9%	-4%
CNC(=S)N1CCC(n2cnc3ccccc32)CC1	-7%	i	0.1	-3.6%	7%	2%	1.1	4%	1.6%	0%
O=C1OC(c2ccccc2)=C/C1=C/N1CCCCC1	12%	i	6.5	-6.3%	9%	3%	1	11%	-2.2%	8%
CCOc1ccc2nc(SCC(=O)NC3CCS(=O)(=O)C3)[nH]c2c1 (stereo not drawn)	1%	i	1.3	-0.5%	2%	-8%	1.1	7%	-0.7%	4%
CC(C)Cn1c(/C=C/c2ccco2)nc2ccccc21	-26%	i	0.3	-6.5%	-27%	-6%	1	-2%	0.2%	9%
CCc1ccc(NC(=S)N(CCCN2CCN(C)CC2)Cc2cccs2)cc1	7%	i	1.1	-6.1%	12%	-2%	1.1	-15%	1.1%	0%
Cc1cccc(Cn2c(=O)n(-c3ccc(CC(=O)NCc4ccco4)cc3)c(=O)c3sccc32)c1	-4%	i	7.3	-6.6%	-6%	2%	0.8	-11%	-1.6%	6%
COc1cc(/C=C2\OC(=O)c3c(OC)cccc32)ccc1O	4%	i	0.6	-11%	6%	-4%	1.2	7%	-1.5%	18%
Cn1cc(/C=N\NC(=O)c2cccs2)c2ccccc21	8%	i	0.1	1.3%	1%	7%	1.1	-11%	-1.3%	-2%
COc1ccc(OC)c(C2C(C(C)=O)=C(O)C(=O)N2Cc2cccnc2)c1 (stereo not drawn)	-11%	i	10	-4.2%	-10%	-2%	1.1	2%	-0.3%	2%
O=C(Nc1ccncc1)c1ccc2c(c1)S(=O)(=O)c1ccccc1C2=O	0%	i	1.0	-6.1%	-9%	-11%	1	-4%	0.8%	6%
